Source: PubChem BioAssay
JMJD2C inh: inhibitors of GASC-1 histone demethylase, primary screen, biochemical, fluorescence, DELFIA europium; Lysine-specific demethylase 4C (Homo sapiens), Q9H3R0; GST-JMJD2C(1-420) H3K9me3 demethylation; inhibition, % at 2.35 µM; actives 0.069% (n = 330,000); AID 2099, 2009;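 active = more than half of a compound's replicate wells show inhibition beyond 50%, single wells judged on their own value; inconclusive = some, but no more than half, of replicates pass 50% inhibition; inactive = no replicate passes 50% inhibition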;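 also: signal counts dimethyl H3K9 product captured on neutravidin plate; 0% = median of DMSO wells and 100% = 0.3 times that DMSO median; strong numbers were not always called active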
GRK2 inh: compounds blocking aptamer binding on GRK2 – biochemical, human GRK2, bead flow cytometry, HTS, primary screen. AID 488847, 2010. FAM-aptamer displacement from GRK2. Beta-adrenergic receptor kinase 1 (Homo sapiens), P25098. actives 0.59% (n = 330,000). inhibition of aptamer binding, % at 10 µM;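 active = inhibition of aptamer binding above 40%, roughly 3 SD of noise, on plates passing a quality check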;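 also: median bead fluorescence of bound FAM aptamer so fluorescent compounds give negative values; no value below 0 was filed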
Target sequence (P25098 whole entry, looked up): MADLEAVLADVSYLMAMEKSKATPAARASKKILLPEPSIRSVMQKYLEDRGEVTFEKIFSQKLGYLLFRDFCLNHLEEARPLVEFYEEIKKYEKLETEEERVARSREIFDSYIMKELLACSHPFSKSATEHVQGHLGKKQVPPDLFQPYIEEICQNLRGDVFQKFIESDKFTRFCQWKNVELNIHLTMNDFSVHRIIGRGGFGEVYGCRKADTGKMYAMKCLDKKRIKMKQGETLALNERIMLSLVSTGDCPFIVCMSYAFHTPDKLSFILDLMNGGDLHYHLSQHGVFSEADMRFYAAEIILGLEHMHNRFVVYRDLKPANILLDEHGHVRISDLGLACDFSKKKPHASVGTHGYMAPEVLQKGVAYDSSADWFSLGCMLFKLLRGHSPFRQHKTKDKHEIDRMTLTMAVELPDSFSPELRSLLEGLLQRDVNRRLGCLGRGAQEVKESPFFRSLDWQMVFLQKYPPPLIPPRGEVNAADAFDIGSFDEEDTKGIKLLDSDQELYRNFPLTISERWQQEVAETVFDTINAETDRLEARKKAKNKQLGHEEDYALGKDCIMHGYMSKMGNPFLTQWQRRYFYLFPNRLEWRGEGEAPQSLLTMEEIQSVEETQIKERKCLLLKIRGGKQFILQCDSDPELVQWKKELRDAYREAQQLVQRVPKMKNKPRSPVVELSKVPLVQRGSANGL
LAP4 TOR yeast: modulators of LAP4-GFP expression in yeast, primary screen, S. cerevisiae, multiplex flow cytometry, MLPCN library. actives 0.34% (n = 320,000). GFP response vs DMSO, % at 10 µM. 3 h; median GFP as percent of DMSO wells;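 active = GFP response vs DMSO above a set limit, about the screen mean plus 3 SD, cut at about 150% in these data; inconclusive = under 70 cell events counted for the yeast strain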
VLA-4 inh: inhibition in human VLA-4 binding assay, primary screen, VLA-4 allosteric modulator project, MLPCN library, flow cytometry, VLA-4 expressing cells | Integrin alpha-4 (Homo sapiens), P13612 | inhibition, % (about 7 µM as worked out from the volumes in the protocol) | ligand binding flow cytometry | actives 0.2% (n = 330,000); in the data active = inhibition above about 50%
CIT2-GFP yeast: modulators of CIT2-GFP expression in yeast, primary screen, S. cerevisiae, GFP fusion, multiplex flow cytometry, MLPCN library. S. cerevisiae CIT2-GFP strain, 3 h; 100 means same as DMSO wells. GFP response vs DMSO, % at 10 µM. actives 0.065% (n = 320,000);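 active = GFP response relative to DMSO above a set limit, near the screen mean plus 3 SD, cut at about 150% in these data; inconclusive = Fewer than 70 cells measured for a yeast strain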;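 also: ratio of well median GFP fluorescence to mean of DMSO wells on the plate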
AGP1 TOR yeast: modulators of AGP1-GFP expression in yeast TOR pathway, primary screen, cell-based, multiplex flow cytometry, S. cerevisiae, MLPCN library. GFP response vs DMSO, % at 10 µM. actives 0.02% (n = 320,000). AID 2066, 2009. 3 h; GFP as percent of DMSO wells;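 active = GFP response relative to DMSO above a set limit, near screen average plus 3 SD, cut at about 150% in these data; inconclusive = fewer than 70 cells counted for the yeast strain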;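 also: median GFP channel fluorescence of the gated AGP1 strain per well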
RPL19A-GFP yeast: RPL19A-GFP expression modulators in yeast, primary screen, cell-based, S. cerevisiae, multiplex flow cytometry, MLPCN | S. cerevisiae RPL19A-GFP strain, 3 h; hits give low values | percent response vs DMSO, % at 10 µM | actives 0.3% (n = 330,000) | AID 2025, 2009;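 active = percent response vs DMSO below 50%; inconclusive = fewer than 70 events counted for the yeast strain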;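 also: median channel GFP fluorescence of the barcoded RPL19A-GFP strain; ratio of sample median GFP to plate DMSO average so 100% = DMSO; lower means less RPL19A-GFP as with rapamycin TOR inhibition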
MEP2-GFP yeast: modulators of MEP2-GFP levels in yeast, primary screen, S. cerevisiae, multiplex flow cytometry, MLPCN library; S. cerevisiae MEP2-GFP strain, 3 h; 100% = DMSO control level; GFP response vs DMSO, % at 10 µM; actives 0.51% (n = 330,000);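 active = GFP response versus DMSO above a set limit, roughly screen mean plus 3 SD, cut at about 180% in these data; inconclusive = fewer than 70 cells counted for a yeast strain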;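 also: median GFP fluorescence of the barcode-gated MEP2-GFP cells per well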
Starred values were filed as active, the others as inactive; ? = inconclusive; . = no result given; & = joins results of further samples; [ ] = dose if it differs, or a comment.

canonical_smiles	JMJD2C inh	GRK2 inh	LAP4 TOR yeast	VLA-4 inh	CIT2-GFP yeast	AGP1 TOR yeast	RPL19A-GFP yeast	MEP2-GFP yeast
COc1ccccc1OC(=O)c1ccc2nsnc2c1	7	7	107	0	98	101	99	101
O=C(CNC(=O)N1CC(=O)Nc2ccccc21)NCCc1c[nH]c2ccccc12	68	0	108	27	101	104	100	108
CC1(C)C/C(=N/Nc2ccc([N+](=O)[O-])cc2[N+](=O)[O-])C(C)(C)O1	-1	0	118	1	86	102	94	98
Cc1ccc2c(c1)c(C)c(C)n2CC(O)Cn1nnc2ccccc21 (centres undefined)	3	0	95	-29	97	100	103	99
O=C(Nc1cccc(F)c1)Nc1ccc2c(c1)CCC2	-9	0	103	-4	105	103	116	107
O=C(O)c1ccc(N/N=C/c2cccc(F)c2)cc1	7	6	123	0	57	78	97	77
O=C(c1cccc(S(=O)(=O)NCc2ccccc2)c1)N1CCN(c2cccc(C(F)(F)F)c2)CC1	-1	0	99[may fluoresce green]	5	103[may fluoresce green]	102[may fluoresce green]	99[may fluoresce green]	106[may fluoresce green]
C#CCOCCOCCOCCNc1nc(N2CCN(C(=O)Cn3cc(CCCCN)nn3)CC2)nc(N2CCN(C(=O)[C@H](C(C)C)n3cc(CCO)nn3)CC2)n1	2	2	131	3	123	93	97	95
CCN(CC)S(=O)(=O)c1ccc2c(c1)N(CC(=O)NCc1ccccn1)C(=O)CO2	-4	0	112	34	95	107	98	100
Cc1cc(Br)ccc1NC(=O)CN1C(=O)C2C3CC(c4ccccc4)C(C3)C2C1=O (centres undefined)	10	0	99	-1	102	91	97	96
CCCC(=O)C1=C(O)C(C(=O)OC)C(C)(C)CC1=Nc1ccc(Br)cc1 (centres undefined)	-5	1	91	9	92	91	94	97
CC(C)(C)c1ccc(C(=O)N2CCC(C(=O)NC3CC3)CC2)cc1	9	8	94	-8	109	107	102	107
O=C(CN(Cc1cccs1)C(=O)CNC(=O)c1ccco1)NC1CCCCC1	2	0	98	5	94	100	102	101
Fc1ccccc1N1CCN(CCCNc2ccc3nncn3n2)CC1	-2	0	104	-3	96	102	105	98
CC(=O)N/C(=C\c1ccccc1)C(=O)OC(C)C(=O)NCc1ccccc1 (centres undefined)	-8	0	106	17	87	97	85	91
CCc1ccc(NC(=O)c2cc(S(=O)(=O)N3CCc4ccccc43)cn2C)cc1	2	3	99	-9	95	94	97	103
O=C(CSc1nnc(-c2ccccc2Br)o1)Nc1cccc2ccccc12	-2&-5	0	106	10	97	101	102	100
O=C(Cn1nnc2ccccc2c1=O)NCC1CCC(C(=O)O)CC1 (centres undefined)	4	3	99	9	104	106	118	107
OC1CCN(CC(O)C(F)(F)F)CC1 (centres undefined)	2	3	111	8	96	98	100	97
O=C(Nc1ccc(O)c(C(=O)O)c1)c1cccc(NC(=O)c2ccco2)c1	-5	5	97	10	104	103	105	109
O=C(O)c1ccc2noc(-c3ccccc3)c2c1	-9	1	109	-9	102	95	99	103
O=C(CCN1C(=O)C2C3C=CC(C3)C2C1=O)Nc1ccc2ncccc2c1 (centres undefined)	2	1	84	-9	89	89	89	93
O=C(COC(=O)/C=C/c1ccco1)Nc1cccc([N+](=O)[O-])c1	19	14	98	-82	92	99	99	94
O=C(CC12CC3CC(CC(C3)C1)C2)NC1CC1	-4	1	.	8	.	.	105	100
O=C(Nc1nnc(C2CCCC2)s1)C1CCN(S(=O)(=O)c2ccc(Cl)cc2)CC1	?	0	90	8	91	93	94	95
CC1CCCN(C(=S)NCc2ccccc2)C1 (centres undefined)	12	0	81	23	99	90	97	94
Cc1ccccc1NS(=O)(=O)c1ccc(C(=O)NCCCN2CCOCC2)cc1	3	0	102	4	83	94	91	93
CN(C)C(=O)CSc1n[nH]c(=O)[nH]c1=O	5	0	97	0	107	109	111	105
COc1cc(SC)ccc1C(=O)NC1CCCCC1	-1	0	101	4	87	95	97	99
CN(C)C(CNC(=O)c1cccc(S(=O)(=O)N(C)C)c1)c1ccccc1 (centres undefined)	12	0	92	-15	88	88	98	96
Cc1cnc(NC(=O)Cc2c[nH]c3ccccc23)s1	-6	51*	93	18	94	.	94	89
O=C(CCC1CCCC1)Nc1nnc(-c2ccc3c(c2)OCO3)s1	-1	10	99	-3	106	107	109	104
Cc1ccc(C)c(OCCC(=O)OCC(=O)c2c(N)n(C)c(=O)n(C)c2=O)c1	7	2	103	3	99	101	99	103
Cc1ccc(C(=O)NNC(=S)NC(=O)c2ccc(Cl)cc2Cl)cc1	79	0	137	-4	108	118	104	116
CCc1cccc(C)c1NC(=O)c1cccc(N(C)C)c1	5	4	106	7	107	.	96	112
COc1ccc(N2CCN(c3nc4c(c(=O)[nH]c(=O)n4C)n3Cc3cccc(C)c3)CC2)cc1	2	0	88	2	101	96	97	105
CCN(C(=O)COC(=O)/C=C/c1ccccc1)C1CCCCC1	-25	3	89	7	96	98	94	90
NC(=O)c1ccccc1NC(=O)CCN1C(=O)c2ccccc2C1=O	0	0	100	22	99	109	101	103
Cn1c(CSCc2ccccc2Cl)n[nH]c1=S	4	1	104	5	109	110	116	111
CCN(CC(=O)Nc1c(F)cccc1F)C(=O)CCc1nc2cc(S(=O)(=O)N(C)C)ccc2n1CC	-7	2	93[may fluoresce green]	10	100[may fluoresce green]	105[may fluoresce green]	106[may fluoresce green]	100[may fluoresce green]
COc1ccc(NC(=O)c2cc3c(=O)n(C)c4ccccc4c3n2C)cc1Cl	-1	1	102	1	97	101	96	95
COc1ccc(C=O)cc1OS(=O)(=O)c1ccc(NC(C)=O)cc1	6	0	96	4	99	101	106	104
O=C(NCCCN1CCOCC1)C1(c2ccccc2)CCOCC1	-2	0	88	3	97	104	99	94
COc1ccc(CN2CCN(c3ccccn3)CC2)c(OC)c1C	1&-2	0&0	110&94	11&9	99&98	106&107	102&97	97&102
CCOC(=O)c1ccc(NC(=O)CC2SC(=NC)N(C)C2=O)cc1 (centres undefined)	8	0	95	-3	111	98	94	108
Cc1cccc(N2CCN(C(=O)N3CCCCC3)CC2)c1C	-5	2	104	1	94	92	97	95
Cc1cc(C)cc(OC(C)C(=O)Nc2ccc(S(=O)(=O)Nc3cc(C)nc(C)n3)cc2)c1 (centres undefined)	-4	0	97	6	108	99	102	101
O=C(NCC1CC1)C1(C(F)(F)F)CC(CCCO)CCCO1 (centres undefined)	7	0	109	11	91	102	98	111
Cc1c(NC(=O)c2cc3nc(-c4ccc(Br)cc4)cc(C(F)(F)F)n3n2)c(=O)n(-c2ccccc2)n1C	-14	2	108	7	94	103	99	106
Cc1ccc(N=C(NO)c2cnccc2C(F)(F)F)c(C)c1	16	6	94	7	101	96	102	108
CCO[C@H]1OC(C(=O)Nc2ccccc2)=C[C@@H](c2coc3ccccc3c2=O)[C@@H]1CCCO	10	0	97	-11	96	98	106	106
O=C(c1ccncc1)N1CCN(c2cccc(C(F)(F)F)c2)CC1	0	0	99	12	100	99	96	98
CC(C)(C)C(=O)O/N=C(\N)COc1cccc(Cl)c1	-3	0	98	-12	86	90	95	94
COc1cccc(C(=O)N(Cc2ccc(N(C)C)cc2)C2CCS(=O)(=O)C2)c1 (centres undefined)	-3	0	96	5	86	96	94	97
COc1cccc(/C=N/NC(=O)C(=O)N2CCCC2)c1OC	-2	4	102	5	105	98	98	104
Cc1ccc(/C=[N+](/C)[O-])cc1	-44	0	100	18	92	104	95	96
O=C(Nc1ccc(OCC(=O)N2CCOCC2)cc1)Nc1cccc2ccccc12	-1	3	110	3	101	106	100	106
Cc1ccc2c(c1)N(C(=O)CSc1nncn1C)C(C)(C)c1ssc(=S)c1-2	-3	0	105	11	106	.	100	98
COC(=O)c1ccccc1NC(=O)C/C(C)=N/NC(=O)CC#N	5	1	141	-5	59	103	93	97
COc1ccccc1C(CNC(=O)CCNC(=O)c1ccccc1Cl)N1CCCC1 (centres undefined)	0	2	89	6	96	91	88	101

The results go on.
canonical_smiles	JMJD2C inh	GRK2 inh	LAP4 TOR yeast	VLA-4 inh	CIT2-GFP yeast	AGP1 TOR yeast	RPL19A-GFP yeast	MEP2-GFP yeast
Cc1csc(Nc2ccccc2)[n+]1-c1ccccc1	7	0	92	11	86	88	87	84
NC(=S)N/N=C/c1c(O)ccc2ccccc12	0	3	88	11	81	90	86	80
N#Cc1nc(COc2ccc(Br)cc2)oc1NCCCn1ccnc1	-29	2	102	0	103	101	101	109
O=C(Nc1ccccc1N1CCN(C(=O)c2ccc(Cl)cc2)CC1)c1cccnc1	-4	0	93	0	106	105	99	98
NNC(=O)c1ccc(CSc2n[nH]c(=O)[nH]c2=O)cc1	-2	2	110	5	91	101	96	95
N#C/C(=C(/O)COC(=O)c1ccc2c(c1)OCCO2)c1nc2ccccc2[nH]1	-11	0	95	2	101	100	98	100
O=[N+]([O-])c1ccccc1CNCCCCO	-1	1	102	-4	78	83	98	90
CCOC(=O)[C@@H]1[C@H]2COc3ccccc3[C@@H]2N2C(=O)N(c3ccc(Cl)cc3)C(=O)[C@@]12C	-7	1	107	17	73	88	99	89
CCOC(=O)Cc1csc(NC(=O)CCCc2ccccc2)n1	4	1	101	0	112	104	102	102
COc1ccc(-c2ccc3oc(-c4ccsc4)cc3c2)cc1	0	1	98	-18	92	102	98	94
CS(=O)(=O)c1ccccc1-c1nnc(NC(=O)c2cccc(N3C(=O)CCC3=O)c2)o1	-11	0	102	-7	109	118	110	103
COc1ccc(C(CNC(=O)c2cccc(S(=O)(=O)N3CCCCC3)c2)N2CCCC2)cc1 (centres undefined)	-3	0	88	-18	95	96	93	95
CC(C)CC(CO)N1CCN(C(=O)c2ccc(Cl)cc2)CCC1=O (centres undefined)	9	11	119	11	97	89	101	94
CCS(=O)(=O)c1ccc(C(=O)NC2CC2)c(Cl)c1Cl	-1	0	92	-7	98	97	96	98
Cc1sc2ncnc(SCC(=O)NC3CC3)c2c1C	7	2	95	-2	95	92	91	101
COc1ccc(-c2nnn(CC(=O)OC3CCCCC3)n2)cc1OC	7	0	106	2	86	99	99	93
O=C(N/N=C\c1cccs1)c1sccc1-n1cccc1	-3	4	69	-10	79	24	83	96
CC(C)=CCC/C(C)=C/CC/C(C)=C/CC/C(C)=C/CC1=C(C)C(=O)c2ccccc2C1=O	29	0	115	-16	124	102	115	99
N#CCCN(C(=O)COc1ccc(F)cc1Br)c1ccccc1F	-21	3	99	2	101	106	99	98
CCc1nnc(NC(=O)c2ccc(NS(=O)(=O)c3ccccc3)cc2)s1	17	7	91	-5	98	100	93	94
CCc1ccc(NC(=S)N(Cc2cccc(Br)c2)CC2CCC(C(=O)O)CC2)cc1 (centres undefined)	2	2	95	-5	89	96	102	99
